Screening results (PubChem)
M. tuberculosis = growth inhibition of non-replicating M. tuberculosis (AID 488890); actives 0.39% (n = 320,000); inhibition, % at 25 µM; hits with a dose series show IC50 in µM; Mycobacterium tuberculosis non-replicating, growth inhibition; higher % means a stronger effect; in the data active = a potency from the dose series; inconclusive = inhibition mostly from about 82% at the one dose, without a potency; inactive = the rest, 99 in 100 with inhibition below about 76%;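 also: plate controls were DMSO cells for no effect and high antibiotic wells for full effect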
VEEV TC-83 Vero = inhibitors of VEEV TC-83 cytopathic effect, confirmation, Vero cells (AID 588727). Vero cells, VEEV TC-83 cytopathic effect inhibition; higher % means a stronger effect. actives 0.13% (n = 350,000). one-dose inhibition, % at 20 µM; IC50 in µM for titrated hits; in the data active = a potency from the dose series; inconclusive = inhibition mostly from about 14% at the one dose, without a potency; inactive = the rest, 99 in 100 with inhibition below about 12%; also: strong numbers were not always called active
Salmonella PhoP GFP = PhoP regulon inhibitors, Salmonella typhi PhoP promoter GFP reporter, confirmatory (AID 1850); Salmonella Typhi PhoP-promoter GFP reporter, fluorescence, 4 h; higher % means a stronger effect; inhibition, % at 50 µM; hits with a dose series show IC50 in µM; actives 0.33% (n = 310,000); in the data active = a potency from the dose series; inconclusive = inhibition mostly from about 25% at the one dose, without a potency; inactive = the rest, 99 in 100 with inhibition below about 19%;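 also: 0% = induced wells with vehicle and 100% = uninduced wells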
M. tuberculosis HTS = M. tuberculosis growth inhibition, HTS (AID 449762); M. tuberculosis H37Rv growth inhibition, 7H9 media; higher % means a stronger effect; one-dose inhibition, % at 25 µM; IC50 in µM for titrated hits; actives 0.59% (n = 330,000); in the data active = a potency from the dose series; inconclusive = inhibition above about 70% without an active follow-up result;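 also: bacterial growth assessed after seven days of incubation; strong numbers were not always called active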
influenza NS1A = NS1A inhibition, H1N1 influenza, cell based functional assay (AID 504329). NS1A functional cell-based assay, percent inhibition; higher % means a stronger effect. actives 0.3% (n = 340,000). one-dose inhibition, % at 12.5 µM; IC50 in µM for titrated hits; in the data active = a potency from the dose series; inconclusive = inhibition above about 27% without an active follow-up result; also: strong numbers were not always called active
VEEV TC-83 Vero 10K pilot screen = further read-out of VEEV TC-83 Vero, marked with its call; inhibition, %; measured here: 10K pilot screen inhibition
Numbers without * were called inactive; i = inactive; ? = inconclusive; / = not tested or not shown.

SMILES | M. tuberculosis | VEEV TC-83 Vero | Salmonella PhoP GFP | M. tuberculosis HTS | influenza NS1A | others
CCOC(=O)COc1ccc2ccccc2c1/C=C/[N+](=O)[O-] | 2.3µM* | 8.7% | 3% | ? | 5%
O=C(COC(=O)/C=C/c1c(F)cccc1Cl)NCC1CCCO1 (stereo not given) | / | 2.0% | / | / | 8%
CCOC(=O)[C@H]1[C@H]2COc3cc(OC)ccc3[C@@H]2N2C(=O)[C@@H](CO)NC(=O)[C@@]12C | -8% | / | / | -4% | /
CC1CC(C)CN(C(=O)CSc2nnc(-c3ccc(Cl)cc3)o2)C1 (stereo not given) | 53% | i | -8% | 1% | -29%
Cc1ccccc1OCCC(=O)OCC(=O)c1c(N)n(CC(C)C)c(=O)n(C)c1=O | 39% | 2.3% | -4% | -4% | -4%
CCn1c(C)nc2cc(C(=O)NN=C(C)c3ccc(C#N)cc3)ccc21 | -4% | i | / | -4% | -9%
COc1cc(Nc2nc3c(N)cc(C(F)(F)F)cc3nc2-c2ccccc2)cc(OC)c1OC | / | 3.1% | / | / | 3%
Cc1sc2nc(CSCC(=O)Nc3ccc(C(F)(F)F)cc3)[nH]c(=O)c2c1C | 56% | 5.9% | / | -2% | -12%
Cc1nnc(NC(=O)CSc2nnc(CC(=O)Nc3ccccc3Cl)n2C)s1 | -6% | 0.6% | 0% | 8% | 4%
CC(C)NC(=O)c1ccc(Cl)cc1Cl | -10% | 1.6% | 3% | -5% | -9% | VEEV TC-83 Vero 10K pilot screen=0.6
O=C(Cn1cnc2ccccc2c1=O)Nc1ccc2c(c1)OCO2 | -6% | 0.5% | 13% | -11% | -6%
CCOc1nc(-c2ccccc2)c2cc(C)ccc2n1 | 21% | 0.2% | 7% | 11% | 0%
CCn1cc([N+](=O)[O-])c(C(=O)N2N=C(c3cccc4ccccc34)CC2c2ccccc2O)n1 (stereo not given) | 20% | i | 7% | 31% | 19%
O=C1Nc2ccccc2C1(O)Cc1ccccn1 (stereo not given) | -5% | i | -16% | -1% | 1%
NC(N)=N/N=C(\N=Nc1ccccc1)c1cccc2cccnc12 | / | 12% | / | / | 14%
O=C(CSc1nnc2ccccn12)Nc1cccc(-c2nc3ccccc3s2)c1 | 0% | 3.2% | -10% | -3% | -1%
O=C(COC(=O)COc1ccc2c(c1)CCC2)Nc1ccccc1 | 35% | i | / | 5% | -5%
C=CCc1cc(/C=C/c2nc(O)c([N+](=O)[O-])c(=O)[nH]2)cc(OC)c1O | -3% | 4.4% | -3% | 24% | 4%
COc1ccc2[nH]c(=O)c(CN(C(=O)c3ccco3)C3CCCCC3)cc2c1 | 18% | 7.7% | 1% | 3% | 1%
Cc1ccc(N(Cc2ccccc2)C(=O)c2ccc(F)cc2)cc1 | 4% | i | -7% | -5% | 2%
O=C(O)CNC(=S)NCc1ccccc1 | -14% | 1.1% | -9% | -1% | 2%
COc1ccc([N+](=O)[O-])cc1N(CC(=O)Nc1ccccc1C(=O)NC(C)C)S(C)(=O)=O | -1% | i | 8% | 0% | -1%
COc1ccccc1CCNC(=O)c1nc(-c2cccs2)no1 | ? | 0.3% | -4% | 5% | 11%
CC1(C)CC(N2CCN(CCO)CC2)=CC(=S)N1 | -11% | 0.5% | 6% | 2% | 18%
CCc1nc(SCC(=O)Nc2ccc(N(C)C)cc2)n[nH]1 | 3% | 2.2% | 7% | 25% | -8%

3 compounds out of the list, sorted by count of non-hydrogen atoms, low to high:
SMILES | M. tuberculosis | VEEV TC-83 Vero | Salmonella PhoP GFP | M. tuberculosis HTS | influenza NS1A | others
CCc1nc(SCC(=O)Nc2ccc(N(C)C)cc2)n[nH]1 | 3% | 2.2% | 7% | 25% | -8%
Cc1ccc(N(Cc2ccccc2)C(=O)c2ccc(F)cc2)cc1 | 4% | i | -7% | -5% | 2%
CCn1cc([N+](=O)[O-])c(C(=O)N2N=C(c3cccc4ccccc34)CC2c2ccccc2O)n1 (stereo not given) | 20% | i | 7% | 31% | 19%

Following part
SMILES | M. tuberculosis | VEEV TC-83 Vero | Salmonella PhoP GFP | M. tuberculosis HTS | influenza NS1A | others
Cc1ccc(S(=O)(=O)/N=C/c2c(O)ccc3ccccc23)cc1 | -2% | 0.7% | 1% | 4% | -5%
Cc1ccccc1NC(=S)NCCSc1ccc(Cl)cc1 | ? | 3.7% | 8% | 0% | 1%
CCCNC(=O)c1ccccc1NC(=O)Nc1ccccc1C | -15% | i | 1% | -3% | -15%
CCc1ccc[n+](-c2[nH]c(=O)sc2/C=N/NC([S-])=Nc2ccccc2)c1 | -37% | 0.3% | -7% | 5% | 0%
COc1ccc(Cl)cc1-c1nc(SCC(=O)NCC2CCCO2)n[nH]1 (stereo not given) | 20% | 9.4% | / | 2% | -4%
O=[N+]([O-])c1cc2oc3c(c2c(C=NCc2ccncc2)c1O)CCCC3 | / | 2.5% | / | / | 0%
CC(NC(=O)COC(=O)c1cc(=O)c2ccccc2o1)c1ccccc1 (stereo not given) | 3% | 8.0% | / | 10% | 1%
O=C(Cn1cnc2cc([N+](=O)[O-])ccc2c1=O)Nc1ccccc1-c1ccccc1 | 4% | 2.0% | 5% | -1% | 20%
C=CCN(c1ccccc1)S(=O)(=O)c1cccc(C(=O)NNC(=O)c2ccccc2O)c1 | -38% | 3.9% | 16% | -7% | -5%
N/C(=N/O)c1nc(N2CCCCC2)nc(N2CCCCC2)n1 | 32% | 0.0% | 4% | 62% | 1%
COc1ccc(/C=N/NC(=O)c2c(C)nc3ccc(Br)cn23)cc1OC | -18% | 1.4% | 3% | -7% | -5%
COC(=O)CCC(=O)OC1(C)C(=O)C2=COC(c3ccc(OC)cc3)=CC2=C(Br)C1=O (stereo not given) | 12% | / | -12% | 8% | /
Cc1ccc(C)c(S(=O)(=O)NC2CCS(=O)(=O)C2)c1 (stereo not given) | -9% | 1.3% | 1% | 0% | -1%
Cc1occc1C(=O)NNC(=S)Nc1cccc([N+](=O)[O-])c1 | 25% | 3.3% | -16% | 4% | 5%
Oc1ccccc1C(=S)N1CCN(C(=S)c2ccccc2O)CC1 | 1% | 0.9% | -9% | -1% | -10%
O=C(c1c[nH]c2ccccc2c1=O)N1CCCCCC1 | 1% | 1.1% | 2% | -9% | -7%
O=C1CCCCC1CCc1ccncc1 (stereo not given) | / | i | / | / | -12%
COc1ccc(NC(=O)CCc2nnc3ccc(N4CCC(C)CC4)nn23)cc1OC | -3% | 2.8% | -1% | 0% | -2%
c1ccc(-n2ncc3c(NCCN4CCOCC4)ncnc32)cc1 | 11% | 0.1% | -3% | -3% | 8%
Cc1ccc(S(=O)(=O)N2CCSC2c2ccco2)cc1 (stereo not given) | 7% | 0.7% | 7% | -1% | -1%
Cc1ccc(C2C(C(=O)c3cccs3)=C(O)C(=O)N2c2cccc(C)n2)cc1 (stereo not given) | 50% | 0.8% | 3% | -5% | -2%
CC(=O)Nc1ccc(S(=O)(=O)N2CCN(c3cc4c(cc3[N+](=O)[O-])n(C)c(=O)n4C)CC2)cc1 | 9% | i | -7% | -2% | 4%
COc1ccccc1CNC(=O)CN(Cc1ccc(Cl)cc1)S(C)(=O)=O | 0% | 1.6% | -9% | 0% | 2%
COc1ccc(C(=O)N2CCN(S(=O)(=O)c3ccc(C)cc3C)CC2)cc1S(=O)(=O)N1CCOCC1 | / | 1.2% | / | / | -19%
COC(=O)c1ccccc1NC(=O)COC(C)=O | 77% | 2.3% | -2% | ? | -8%
Next section.
SMILES | M. tuberculosis | VEEV TC-83 Vero | Salmonella PhoP GFP | M. tuberculosis HTS | influenza NS1A | others
Cc1cccc(OCCCn2c(=O)oc3ccc(C)cc32)c1 | 75% | i | 1% | 0% | -14%
O/N=C1\CC/C(=N\O)c2nn(-c3ccc(Cl)cc3Cl)nc21 | 3% | i | 7% | -11% | -5%
CC1(C)CNC(=O)c2sc(N3CCOCC3)nc2C1 | -21% | 0.6% | -9% | -3% | 11%
O=C(NC(=S)NCC1CCCO1)c1ccco1 (stereo not given) | -13% | 2.7% | 2% | -1% | -4%
COC(=O)C(=CC(=CN(C)C)C=C(C(=O)OC)C(=O)OC)C(=O)OC | -12% | 1.2% | 4% | 0% | -13%
C=CCOc1ccc2ccccc2c1CNn1c(C)n[nH]c1=S | -7% | 3.9% | 4% | -13% | -7%
NC(=O)c1nsc(C(=O)N(c2cccc(F)c2)C(C(=O)NC2CCCC2)c2ccco2)c1N (stereo not given) | -2% | i | 0% | 10% | -2%
O=C(CSc1nc(O)c(Cc2ccccc2)c(=O)[nH]1)Nc1ccccc1 | 47% | 2.3% | -15% | -2% | 23%
COc1ccc(C(CNC(=O)CSc2ccc(Br)cc2)N2CCOCC2)cc1 (stereo not given) | 17% | 3.1% | 4% | -3% | 3%
CC(C)(C)C1CCC(=NNc2nc3ccccc3[nH]2)CC1 (stereo not given) | -8% | 2.3% | 3% | 3% | 9%
COc1ccc(OC)c(Cc2cnc3nc(N)nc(N)c3c2C)c1 | / | 21% | / | / | -1%
Cc1ccc(NC2=CC(=O)CC(c3ccccc3)C2)cc1 (stereo not given) | 13% | 0.6% | -7% | 2% | -4%
COCCNC(=O)C1CCN(C(=O)C2CC(=O)N(c3ccc(C)cc3)C2)CC1 (stereo not given) | -10% | i | -4% | -6% | -8%
O=C(NCC1(N2CCOCC2)CCCCC1)c1cccc(S(=O)(=O)Nc2ccc(F)cc2)c1 | 23% | 5.3% | / | 2% | -10%
COc1ccc(-c2nc(-c3ccncc3)no2)cc1OC | -1% | 1.4% | 1% | -13% | 5%
O=C(COC(=O)CCc1ccc(S(=O)(=O)N2CCOCC2)cc1)NCc1ccccc1Cl | 15% | 0.9% | 1% | 2% | -4%
COc1ccc(NC(=O)Cn2nnc(C(=O)Nc3ccc(F)c(Cl)c3)c2N)cc1 | -4% | i | -14% | -1% | 2%
COc1cc2c(cc1OC)-c1cc(Nc3cccc(C)c3)nc(=O)n1CC2 | -12% | 7.7% | 8% | -8% | -23%
COc1ccccc1CNC(=O)Cn1cnc2ccccc2c1=O | 3% | 6.4% | -3% | 1% | 2%
CCCC(=O)NC(c1ccccc1Cl)c1c(O)ccc2ccccc12 (stereo not given) | 7% | 1.7% | -2% | -3% | 21%
O=C1NC(=O)C(=Cc2ccc(Cl)cc2Cl)S1 | / | 1.6% | / | / | 3%
CN(C)C(=O)c1ccc(Nc2nc(-c3cccs3)nc3ccccc23)cc1 | 3% | 12% | 3% | -3% | -9%
O=C(OCc1ccc([N+](=O)[O-])cc1)C1CC(=O)N(CCc2ccccc2)C1 (stereo not given) | 26% | 0.1% | -6% | 11% | 6%
COc1ccccc1NC(=O)COC(=O)c1c[nH]c2ccccc12 | -3% | 2.8% | / | 2% | -3%
COc1cccc(C2/C(=C(/O)c3cnn(-c4ccccc4)c3C)C(=O)C(=O)N2CCN(C)C)c1OC (stereo not given) | -2% | 0.8% | -4% | -1% | 3%

Of the compounds above, these have a CF3 group:
SMILES | M. tuberculosis | VEEV TC-83 Vero | Salmonella PhoP GFP | M. tuberculosis HTS | influenza NS1A | others
COc1cc(Nc2nc3c(N)cc(C(F)(F)F)cc3nc2-c2ccccc2)cc(OC)c1OC | / | 3.1% | / | / | 3%
Cc1sc2nc(CSCC(=O)Nc3ccc(C(F)(F)F)cc3)[nH]c(=O)c2c1C | 56% | 5.9% | / | -2% | -12%

The results go on:
SMILES | M. tuberculosis | VEEV TC-83 Vero | Salmonella PhoP GFP | M. tuberculosis HTS | influenza NS1A | others
CNC(=O)CSc1nc2sccc2c(=O)n1-c1ccccc1 | -18% | 0.2% | 4% | -2% | 2%
Cc1ccc(NC(=S)N2CCN(C3CCCCC3)CC2)cc1 | -4% | 1.3% | -6% | 6% | -1%
NC(=O)C1CCN(CCC(=O)Nc2ccc3c(c2)CCC3)CC1 | 19% | 1.8% | -1% | -10% | -2%
CC(C)c1nc2sc3c(SCCN(C)C)ncnc3c2c2c1CCC2 | / | 0.8% | / | / | -12%
CCOC(=O)C1CCN(c2c(NCCCN(C)C3CCCCC3)c(=O)c2=O)CC1 | / | 0.9% | -7% | -9% | 6%
CN(C)c1cccc(NC(=O)c2ccco2)c1 | 23% | i | -10% | -2% | 2%
COc1ccc(C(=O)N/C(=C/c2cccs2)C(=O)NC(C)(C)C)cc1OC | 4% | 0.2% | -2% | -5% | -12%
Cc1noc(NS(=O)(=O)c2ccc(NC(=O)Nc3ccc(Cl)c(Cl)c3)cc2)c1C | 41% | 3.7% | -9% | 2% | 16%
COc1ccccc1NC(=O)c1c(N=Cc2cccc([N+](=O)[O-])c2)cnn1C | -2% | 1.9% | -6% | 4% | /
CCOc1ccc(C(O)c2nccn2C)cc1 (stereo not given) | -1% | 2.5% | 5% | -5% | -1%

This is a random part of the collection, and some 1.5% of all compounds hit somewhere here.
